# Abeta yeast res – restores growth of yeast expressing A-beta42 peptide. AID 1347071. 410,000 tested, 0.063% active. Potency, µM (doses to about 46.1 µM), without a hit: at the top dose growth rescue, actives largely listed as activators. yeast expressing A-beta42, growth rescue, OD600, 48 h; response scale: 0% DMSO, 100% iron-clioquinol control; further: potency means the concentration at half of the fitted maximal effect; nearly all actives have a fitted effect of over 55% in size
#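 Yeast growth medium received pinned compounds, then yeast cells expressing toxic A-beta were added; plates incubated at 30 C for 48 hr. Growth read as absorbance at 600 nm, normalized to DMSO and equimolar FeCl3 plus clioquinol controls.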
# Mm-Cpn inhibitor – M. maripaludis TRiC chaperonin inhibition. purified Mm-Cpn ATPase, ADP Transcreener TR-FRET. Potency, µM (top dose mostly 76.9 µM), for inactives: top-dose activity, negative = inhibition, most hits filed as inhibitors. 330,000 tested, 0.031% active; further: potency means the concentration at half of the fitted maximal effect; on the % scale 0 is the no-effect control and ±100 the full control effect; nearly all actives have a fitted effect of over 80% in size
#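 Inhibition of chaperonin ATP hydrolysis is measured as reduced ADP production, detected by competitive TR-FRET in which signal falls with ADP. Final enzyme 25 nM and ATP 10 uM, reacted 30 min at 37°C.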
# TGFb SMAD3 inh – blocks TGF-b signaling; HepG2 CAGA-GFP TGF-b/SMAD3 reporter, GFP fluorescence, 18 h; TGF-beta stimulated, 500 pg/mL final; Potency, µM (titrated, usually from 46.1 µM), for the others: top-dose activity, negative = inhibition, actives largely listed as inhibitors; 410,000 tested, 1.2% active; further: potency means the concentration at half of the fitted maximal effect; on the % scale 0 is the no-effect control and ±100 the full control effect; nearly all actives have a fitted effect of over 65% in size
#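 Cell-based qHTS in HEPG2 carrying a CAGA-GFP Smad reporter; compounds added before 500 pg/mL final TGF-beta, 18 h incubation at 37 degrees C, GFP fluorescence quantified per cell by imaging cytometry.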
# HepG2 tox – HepG2 cytotoxicity, counter-screen for TGF-b inhibitors. HepG2 CAGA-GFP viability, ATP luminescence, 18 h. Potency, µM (top dose mostly 46.1 µM), without a hit: at the highest dose activity change, negative = cytotoxicity, actives largely listed as cytotoxic. 410,000 tested, 0.76% active; further: potency means the concentration at half of the fitted maximal effect; some results filed as inactive show a strong effect at the top dose
#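 CellTiter-Glo luminescence gave cytotoxicity after 18 hours at 37 degrees C. The cells were HepG2 CAGA-GFP in 1% FBS DMEM, stimulated with 500 pg/mL TGF-beta after compound addition. %Activity was normalised to no-cell wells (complete cell-killing) and DMSO (no toxicity), and curves were fitted and classified.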
# Nrf2 ARE act – activates Nrf2 signaling; AREc32 ARE-luciferase reporter (MCF7-derived line), luminescence, 24 h; Potency, µM (top dose mostly 46.1 µM), inactives show top-dose activation, actives largely listed as activators; 410,000 tested, 0.31% active; AID 624171; further: potency means the concentration at half of the fitted maximal effect; % of control where 0% means no effect; nearly all actives have a fitted effect of over 65% in size
#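 AREc32 cells carrying an ARE-driven firefly luciferase reporter were seeded at 1000 cells/well in OPTI-MEM with 5% FBS, then exposed to compound for 24 hr at 37 deg C. Luminescence was read with Steady-Glo after 30 min at RT.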
# A549 viability – counter-screen for Nrf2 inhibitors: cytotoxicity in A549 cells | A549 ARE-Fluc cells, CellTiter-Fluor viability, 18-24 h | Potency, µM (doses to about 46 µM), inactives show at the highest dose activity change, negative = cytotoxicity, usual class: inhibitors | 390,000 tested, 0.16% active | AID 504648; further: potency means the concentration at half of the fitted maximal effect; on the % scale 0 is the no-effect control and ±100 the full control effect
#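 A549 ARE-Fluc cells in 5% FBS OPTI-MEM, 5000 cells/well, rested 2 h then exposed to compounds in concentration-response for 18-24 h at 37 °C. Viability by CellTiter-Fluor fluorescence (Ex 405/Em 525) after 30 min; luciferase luminescence (BugLite, 15 min, RT) read afterwards.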
# pAkt inh – Akt phosphorylation inhibition. Neuro2A IGF-stimulated pAkt S473 HTRF, 20 min; hits give low values. activity change, % for hits at 50 µM. 360,000 tested, 0.32% active. AID 651550; in the data active means activity change below about -80%; inconclusive means mostly about -51% to -80%; further: on the % scale 0 is the no-effect control and ±100 the full control effect
#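 Neuro2A cells in DMEM with 0.5% FBS, overnight at 37 deg C, given compound at single 50 µM final, then IGF (6 nM final) for 20 min at 37 deg C. Lysed; phospho-Akt Ser473 by HTRF after 24 h, 665/615 ratio.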
# Nrf2 block – inhibitors of Nrf2 signaling; A549 ARE-Fluc reporter, luciferase luminescence, 18-24 h; Potency, µM (doses to about 46 µM), inactives show top-dose activity change, negative = inhibition, usual class: inhibitors; 360,000 tested, 2.1% active; AID 504444; further: potency means the concentration at half of the fitted maximal effect; on the % scale 0 is the no-effect control and ±100 the full control effect; nearly all actives have a fitted effect of over 60% in size
#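 Nrf2 function is reported as luminescence of an ARE-controlled luciferase in A549 cells. Compounds were tested at several concentrations, and a CellTiter-Fluor read on the same wells flagged cytotoxicity.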
# CCT chaperon mod – changes cytosolic chaperonin activity. 360,000 tested, 0.3% active. purified chaperonin ATPase assay, HTRF ADP detection, 30 min. activity change, % (test concentration not listed), hits read low. AID 651819; in the data active means activity change below about -30%; further: on the % scale 0 is the no-effect control and ±100 the full control effect
#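 TRiC at 40 or 20 nM final (batch-dependent) in 30 mM Tris pH 7.4, 100 mM KCl, 5 mM MgCl2, 1 mM DTT, with compound at single 76 uM and 10 uM ATP, 30 min at 37 deg C. ADP detected by HTRF Transcreener, 665/615 ratio.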
# Active calls of the source: *; i = inactive; ? = inconclusive; / = not tested or not shown; & = joins results of further samples; [ ] = remark or other dose. Unless noted, the call rests on the fitted dose curve; in most records, active means well fitted curve in the direction sought with a large enough effect; inconclusive means small, poorly fitted or top-dose-only effect, or another doubt; inactive means no such curve, though single readings can be large; an effect the other way counts as inactive or inconclusive.
SMILES,Abeta yeast res,Mm-Cpn inhibitor,TGFb SMAD3 inh,HepG2 tox,Nrf2 ARE act,A549 viability,pAkt inh,Nrf2 block,CCT chaperon mod
CCOc1ccc(CCNC(=O)COC(=O)COc2ccc(Cl)cc2)cc1OCC,-3%,0%,4%,-2%,0.4%,-6%,i,5%,-1.5
O=C(CCc1nc2ccccc2[nH]1)Nc1ccccc1F,2%,0%,1%,-2%,-0.8%,6%,i,-9%,1.7
COc1ccc(NC(C)C(=O)N/N=C/c2ccccc2OCc2cccc(Br)c2)cc1 (stereo not given),6%,2%,-18%,-5%,0.0%,1%,i,?,-0.1
COc1ccc(OCC(=O)NCC(c2ccc(Cl)cc2)N2CCCCC2)cc1 (stereo not given),6%,/,-26%,-24%,3.1%,8%,/,17%,/
COc1ccc2c(-c3ccccc3)cc(SCC(=O)N(C)C3CCS(=O)(=O)C3)nc2c1 (stereo not given),3%,-28%,?,-25%,6.0%,-1%,i,-27%,-4.8
c1ccc(-c2noc(-c3ccncc3)n2)nc1,-30%,-2%,13%,10µM*,-0.2%,-2%,i,?,1.9
COc1ccc(S(=O)(=O)N(CC(=O)NC(C)C)Cc2ccccc2)cc1,-5%,1%,18%,-1%,0.3%,0%[1.84 µM],i,?,0.5
CCn1c(=O)n(CC)c2cc(N3CCCC3)c(NC(=O)c3cc(Br)ccc3OC)cc21,-20%,0%,-31%,-16%,0.2%,-3%,/,4%,-1.1
COc1ccc(N=[N+]([O-])c2ccc(OC)cc2)cc1,-16%,/,4%,-7%,0.0%,-3%,i,?,-3.0
CCOC(=O)c1ccc(N(C(=O)c2cnccn2)C(C(=O)NC2CCCCC2)c2cn(C)nc2C)cc1 (stereo not given),7%,1%,-6%,-4%,-0.3%,1%,/,5%,-2.4
COc1ccccc1-n1c(C)cc(C=O)c1C,-6%,-2%,16%,4%,0.1%,-3%,i,/,-1.3
COc1ccc(C(=O)Nc2nnc(S(=O)(=O)N3CCCCCC3)s2)cc1OC,-12%&-12%,-1%,-5%&-12%,-13%&-17%,-0.7%&-0.7%,2%&0%,i,8%&4%,-3.5
CC(=O)N1CCc2cc(S(=O)(=O)CCC(=O)NCCc3ccc(C)cc3)ccc21,1%,5%,?,-20%,1.0%,-7%,/,-1%,-0.8
CCCC1(C(=O)OC)NC(c2ccco2)C2C(=O)N(c3ccc(C)cc3)C(=O)C21 (stereo not given),14%,0%,-1%,5%,-0.1%,-2%,i,3%,-2.5
Cc1cc(NC(=O)CC(C)C)cc(-c2nc3ncccc3o2)c1O,-11%,/,15%,2%,1.0%,-10%,/,5%,/
CC1=C(c2ccc(C(C)C)cc2)S(=O)(=O)N=C1N1CCN(c2ccccc2F)CC1,10%,/,-3%,-8%,-0.7%,12%,/,-29%,/
COc1cc(CNC(C)C23CC4CC(CC(C4)C2)C3)cc(OC)c1OC (stereo not given),4%,2%,11%,-79%,0.3%,-12%,i,0%,-3.1
CCNc1nc(NCC)n2c(SC(C(=O)Nc3cc(Cl)cc(Cl)c3)c3ccccc3)nnc2n1 (stereo not given),19%,0%,-3%,-10%,3.9%,-15%,i,?,-1.7
O=C1CC(Sc2ncccc2C(=O)O)C(=O)N1 (stereo not given),-15%,-7%,-20%,-1%,-0.3%,5%,i,-9%,1.0
COc1ccc(NC(=O)c2cc(-c3ccco3)on2)c(OC)c1,-9%,1%,8%,1%,?,6%,i,?,-1.1
Brc1ccc(-c2nc(-c3cccnc3)no2)o1,-7%,-1%,-14%,-1%,15%,-6%,i,?,-0.3
COc1ccc(CC(=O)Nc2ccc(/C(C)=N\NC(=O)c3ccc(Br)o3)cc2)cc1,5%,0%,-13%,-19%,16%,-11%,i,4%,-3.6
Cc1cc[n+](-c2[nH]c(=O)sc2/C=N/NC([S-])=Nc2ccccc2)cc1C,2%,-3%,0%,-14%,2.0%,-24%,i,12%,1.3
Cc1nc2c(ccc3nc(NC(=O)c4ccc5c(c4)OCCO5)sc32)s1,-25%,-6%,-1%,-23%,2.3%,0%&0%,i,?,0.0
Cc1ccccc1/C=N/n1c(-c2cc(-c3ccccc3)n[nH]2)n[nH]c1=S,0%,2%,-27%,-26%,2.4%,5%,i,-13%,0.0
CC12CCC(=O)N1C(C(=O)Nc1cc(Cl)ccc1N1CCOCC1)CS2 (stereo not given),?,0%,2%,-34%,0.1%,-5%,i,-2%,-3.5
CC1=C(C)CC(C(=O)NNC(=O)c2csc(C)c2C)C(C(=O)O)C1 (stereo not given),6%,2%,-6%,-6%,0.4%,-12%,i,-1%,2.2
CN1C(=O)N(C)C(c2cccc([N+](=O)[O-])c2)C2=C1CCCC2=O (stereo not given),-3%,-3%,5%,-3%,2.0%,-3%,i,13%,2.4
Cc1ccc(CSc2nncn3c2cc2sccc23)cc1,4%,/,2%,2%,-1.1%,-2%,/,30%,/
COc1ccc(OC)c(CCNc2ncnc3onc(C)c23)c1,-17%,/,1%,1%,5.0%,2%,/,?,/
CCCCC[n+]1cccc2c3ccccc3ccc21,-10%,-1%,?,-8%,0.1%,?,i,?,-1.7
CSCC[C@H](NC(=O)[C@@H]1Cc2c([nH]c3ccccc23)C2c3ccccc3C(=O)N21)C(=O)NCC1CCCO1 (stereo not given in full),-1%,0%,-24%,-8%,0.2%,7%,i,-20%,-2.1
COc1ccccc1NC(=O)C/C(C)=N/NC(=O)C12CC3CC(CC(C3)C1)C2,1%,1%,1%,2%,4.8%,-2%,i,0%,0.5
O=C(NCc1ccccc1Cl)c1nnc(CS(=O)(=O)c2ccccc2)o1,10%,-3%,1%,10%,0.1%,6%,i,-8%,0.1
Cc1ccccc1-c1noc(-c2ccc(N3CCCCC3)c([N+](=O)[O-])c2)n1,-20%,/,12%,-20%,-0.8%,11%,/,9%,/
Cc1ccc(NC(=O)Nc2nnc(N(C)Cc3ccccc3)s2)c(C)c1,-12%,/,-4%,-12%,-0.8%,8%,/,-5%,/
c1cc(-c2nnc3n2CCC3)[nH]n1,7%,1%,-16%,17%,0.1%,0%,i,-2%,2.1
Cc1ccnc(NS(=O)(=O)c2ccc(NC(=O)COc3ccccc3)cc2)n1,-15%,1%,-7%,0%,-0.4%,2%,i,7%,-1.1
O=[N+]([O-])c1ccc(N/N=C\c2cccnc2)nc1,-3%,0%,-5%,-12%,4.9%,-10%,i,?,-1.9
Cc1ccc(S(=O)(=O)N2CCCCC2)cc1C(=O)c1nccn1C,26%,0%,-1%,2%,-0.1%,-6%,/,11%,-2.8

# Sorted by number of heavy atoms (ascending): some entries from above.
SMILES,Abeta yeast res,Mm-Cpn inhibitor,TGFb SMAD3 inh,HepG2 tox,Nrf2 ARE act,A549 viability,pAkt inh,Nrf2 block,CCT chaperon mod
c1cc(-c2nnc3n2CCC3)[nH]n1,7%,1%,-16%,17%,0.1%,0%,i,-2%,2.1
Brc1ccc(-c2nc(-c3cccnc3)no2)o1,-7%,-1%,-14%,-1%,15%,-6%,i,?,-0.3
O=[N+]([O-])c1ccc(N/N=C\c2cccnc2)nc1,-3%,0%,-5%,-12%,4.9%,-10%,i,?,-1.9
CCCCC[n+]1cccc2c3ccccc3ccc21,-10%,-1%,?,-8%,0.1%,?,i,?,-1.7
COc1ccc(OC)c(CCNc2ncnc3onc(C)c23)c1,-17%,/,1%,1%,5.0%,2%,/,?,/
CC1=C(C)CC(C(=O)NNC(=O)c2csc(C)c2C)C(C(=O)O)C1 (stereo not given),6%,2%,-6%,-6%,0.4%,-12%,i,-1%,2.2
Cc1ccccc1/C=N/n1c(-c2cc(-c3ccccc3)n[nH]2)n[nH]c1=S,0%,2%,-27%,-26%,2.4%,5%,i,-13%,0.0
Cc1ccccc1-c1noc(-c2ccc(N3CCCCC3)c([N+](=O)[O-])c2)n1,-20%,/,12%,-20%,-0.8%,11%,/,9%,/
Cc1ccnc(NS(=O)(=O)c2ccc(NC(=O)COc3ccccc3)cc2)n1,-15%,1%,-7%,0%,-0.4%,2%,i,7%,-1.1
COc1ccc(CC(=O)Nc2ccc(/C(C)=N\NC(=O)c3ccc(Br)o3)cc2)cc1,5%,0%,-13%,-19%,16%,-11%,i,4%,-3.6
